Screening results: PubChem BioAssay, National Center for Advancing Translational Sciences (NCATS)
Luc counter: Kinase-Glo luciferase inhibition (counter-screen); Q27757; hit rate 0.28% among 200,000; AID 1379; Potency, µM (top dose mostly 38.3 µM), inactives show top-dose activity change, negative = inhibition, hits mostly inhibitors; Kinase-Glo luciferase, ATP luminescence, 8 min; further: potency means the concentration at half of the fitted maximal effect; on the % scale 0 is the no-effect control and ±100 the full control effect; nearly all actives have a fitted effect of over 60% in size
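Luminescence was the read-out, taken after 8-minute incubation at ambient temperature. Luciferase turned over luciferin with 10 uM ATP in imidazole pH 7.2 buffer containing KCl, MgCl2, Tween 20 and BSA.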
CBFb RUNX1 block: inhibitors of human CBF-beta and RUNX1 interaction. Q01196+Q13951. AlphaScreen CBFb-His/RUNX1-biotin binding, biochemical. Potency, µM (top dose mostly 59.8 µM), inactives show at the top dose activity, negative = inhibition, hits mostly inhibitors. 230,000 tested, under 10 active; further: % of control where 0% means no effect
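Compounds were screened at multiple concentrations against a preformed CBF-beta(His)/RUNX1(biotin) complex (30 nM of each) for 15 min at room temperature, followed by 90 min with nickel and streptavidin beads and AlphaScreen reading.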
aGal spleen mod: inhibits or activates alpha-galactosidase in human spleen homogenate; human spleen homogenate, 4MU-alpha-Gal fluorescence, 40 min; hit rate 0.008% among 240,000; P06280; Potency, µM (series often up to 80 µM), without a hit: top-dose activity change, negative = inhibition, usual class: inhibitors;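 further: potency means the concentration at half of the fitted maximal effect; 0% = enzyme with vehicle and -100% = no enzyme basal signal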
Target sequence (P06280 32-429 limits assumed): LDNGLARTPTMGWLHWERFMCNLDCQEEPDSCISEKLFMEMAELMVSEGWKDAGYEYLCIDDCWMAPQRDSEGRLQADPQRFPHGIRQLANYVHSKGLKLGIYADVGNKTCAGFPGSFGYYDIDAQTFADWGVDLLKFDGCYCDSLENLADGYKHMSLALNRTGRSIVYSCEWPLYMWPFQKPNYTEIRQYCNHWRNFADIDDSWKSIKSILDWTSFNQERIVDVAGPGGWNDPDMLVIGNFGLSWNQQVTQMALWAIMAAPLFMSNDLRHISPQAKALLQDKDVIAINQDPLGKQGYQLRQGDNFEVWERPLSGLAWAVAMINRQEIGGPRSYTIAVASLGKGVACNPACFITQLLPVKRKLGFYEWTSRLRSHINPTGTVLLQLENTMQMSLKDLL
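Human spleen homogenate (1 ug) as enzyme source, 4-methylumbelliferyl-alpha-D-galactopyranoside 1 mM final, citrate/phosphate pH 5.0 with 0.01% Tween-20. Compounds 40 min at 37C, NaOH/glycine stop; fluorescence Ex 365/Em 440, Hill-fit AC50.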
Epigenetic reg: derepresses silenced GFP reporter in murine cells. murine LDR cells, GFP reporter derepression, 30 h. Potency, µM (series often up to 53.9 µM), for the others: at the highest dose GFP activation, most hits filed as activators. hit rate 0.2% among 280,000. AID 1865; further: potency means the concentration at half of the fitted maximal effect; % of control where 0% means no effect; nearly all actives have a fitted effect of over 60% in size
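Reporter derepression read as number of fluorescent GFP-positive objects, 20-120 um in size, counted by laser-scanning cytometer. Mouse LDR line with an epigenetically silenced CMV-GFP locus; compound incubation 30 h, 37 C.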
Lamin A splicing: LMNA splicing modulation | HeLa LMNA splicing GFP/RFP minigene ratio, 48 h | Potency, µM (series often up to 46.1 µM), for inactives: at the highest dose ratio change, negative = inhibition, hits mostly inhibitors | hit rate 0.01% among 200,000; active means well fitted inhibition curve with a large enough effect in the signal ratio, with a control signal flat, not every such curve was filed as active; inconclusive means small, poorly fitted or top-dose-only effect, or effect the other way, or a change in a side signal; the % refers to the signal ratio; further: potency means the concentration at half of the fitted maximal effect; on the % scale 0 is the no-effect control and ±100 the full control effect
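Read-out is the ratio of GFP to DsRed2 object intensity, acquired by 488 nm laser-scanning cytometry on HeLa lamin A-EGFP minigene reporter cells. Compound incubation 48 hrs at 37 °C in Opti-MEM with 2% FBS; DMSO 0.5% final.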
IMPase Li inh: IMPase inhibition in cells with lithium potentiation | CHO-M1 cells, IP1 TR-FRET (IP-One), carbachol + lithium | hit rate 0.35% among 210,000 | Potency, µM (titrated, usually from 59.4 µM), inactives show at the highest dose activity, negative = IMPase inhibition, hits mostly inhibitors;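 further: IP1 builds up when IMPase is blocked and the TR-FRET signal falls; potency means the concentration at half of the fitted maximal effect; plate controls were basal vehicle for no effect and high inhibitor control for full effect; nearly all actives have a fitted effect of over 50% in size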
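IP1 accumulation measured by competitive TR-FRET in lysed CHO-M1 cells after 30 min compound exposure at 37C, with a small lithium addition to potentiate weak responses. Hill-equation AC50 from ratio and donor-channel data.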
NPSR antagonist: antagonists of human neuropeptide S receptor cAMP signaling; CHO-NPSR cells, cAMP TR-FRET, antagonist mode; Potency, µM (highest dose often 38.3 µM), inactives show top-dose activity change, negative = inhibition, usual class: inhibitors; hit rate 1% among 220,000; AID 1461; further: potency means the concentration at half of the fitted maximal effect; on the % scale 0 is the no-effect control and ±100 the full control effect; nearly all actives have a fitted effect of over 50% in size; many of its hits are not listed in these tables
Target sequence (Q6W5P4 whole entry, looked up): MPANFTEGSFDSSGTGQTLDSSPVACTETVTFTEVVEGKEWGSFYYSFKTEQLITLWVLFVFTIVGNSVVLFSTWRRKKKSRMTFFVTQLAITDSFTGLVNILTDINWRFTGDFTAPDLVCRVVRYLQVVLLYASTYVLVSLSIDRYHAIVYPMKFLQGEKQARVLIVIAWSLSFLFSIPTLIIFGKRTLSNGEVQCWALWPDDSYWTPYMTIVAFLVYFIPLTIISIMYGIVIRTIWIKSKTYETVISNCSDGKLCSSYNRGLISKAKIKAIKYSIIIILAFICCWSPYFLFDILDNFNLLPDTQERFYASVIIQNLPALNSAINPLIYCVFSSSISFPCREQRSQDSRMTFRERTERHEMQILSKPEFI
The depositor's hits bear a star; ? = inconclusive; . = no result given; [ ] = another dose, or the depositor's remark. Unless noted, the call rests on the fitted dose curve; in most records, active means well fitted curve in the direction sought with a large enough effect; inconclusive means small, poorly fitted or top-dose-only effect, or another doubt; inactive means no such curve, though single readings can be large; an effect the other way counts as inactive or inconclusive. These rows are one share of the data; the hit share may differ from the screen's.

SMILES	Luc counter	CBFb RUNX1 block	aGal spleen mod	Epigenetic reg	Lamin A splicing	IMPase Li inh	NPSR antagonist
COc1ccc(Oc2c(C)nc(SCC(=O)c3ccc(Cl)cc3)[nH]c2=O)cc1	.	3.3%	0.9%	2.1%	.	.	-23.0%
Cc1ccccc1C(=O)NNC(=O)CCC(=O)Nc1cccc(Cl)c1C	2.9%	2.5%	-0.1%	-1.1%	-11.6%	2.7%	15.9%
COC(=O)c1c(NC(=O)c2ccccc2)sc2c1CC(C)(C)NC2(C)C	.	-0.7%	0.8%	-0.2%	.	-4.5%	26.7%
CC(C)c1ccc(CNC(=O)C(=O)NCCCn2ccnc2)cc1	-4.5%	-13.0%	0.9%	0.1%	?	0.3%	-1.8%
CCn1c(COc2ccc(C)cc2)nnc1SCC(=O)Nc1ccc2c(c1)OCCO2	0.7%	-12.1%	16.5%	2.6%	0.1%	-14.6%[38.3 µM]	-17.3%[46.1 µM]
OC(CN1C2=NCCCN2c2ccccc21)c1ccc2c(c1)OCO2 (configuration not stated)	-2.8%	-0.4%	3.4%	0.0%	?	-2.0%[38.3 µM]	0.1%[46.1 µM]
C=CCn1c(SCC(=O)C23CC4CC(CC(C4)C2)C3)nc(O)cc1=O	.	6.5%	6.4%	3.2%	.	.	33.2%
CCC(C)NC(=O)CCNS(=O)(=O)c1ccc(Br)cc1 (configuration not stated)	0.9%	2.8%	10.2%	1.8%	-2.5%	20.3%[38.3 µM]	-1.0%[46.1 µM]
CSC1=NCCN1C(=O)c1ccc(S(=O)(=O)N2CCCC2)cc1	3.0%	7.9%	5.3%	0.3%	-6.4%	30.6%[38.3 µM]	-9.3%[46.1 µM]
CCCCC(=O)N=c1sc2cc(S(C)(=O)=O)ccc2n1C	0.9%	2.7%	4.4%	0.0%	11.8%	1.6%[38.3 µM]	-3.8%[46.1 µM]
COc1cccc(NC(=O)CC2COc3ccccc3O2)c1 (configuration not stated)	-0.4%	5.5%	-2.1%	0.0%	-3.9%	18.1%[38.3 µM]	-3.6%[46.1 µM]
CC(C)CN1C(=O)c2ccc(NC(=O)c3ccco3)cc2C1=O	1.5%	3.8%	-3.5%	-1.1%	.	1.4%	24.2%
O=C(CSc1ncccc1-c1nc2ccccc2[nH]1)N1CCc2ccccc21	-12.8%	-0.9%	-0.9%	4.4%	-5.7%	-22.8%	-39.2%
CC(=O)Nc1nnc(SCC(=O)NCCOc2ccccc2)s1	2.3%	-1.2%	-3.6%	0.0%	4.0%	9.1%[38.3 µM]	-0.8%[46.1 µM]
COc1ccc(C(=O)NCCn2ccc3ccccc32)cc1	-5.3%	2.2%	-4.8%	0.9%	10.7%	6.8%[38.3 µM]	-9.9%[46.1 µM]

A second format for five compounds above:
Second line of a record: Luc counter | CBFb RUNX1 block | aGal spleen mod | Epigenetic reg | Lamin A splicing | IMPase Li inh | NPSR antagonist
- CCCCC(=O)N=c1sc2cc(S(C)(=O)=O)ccc2n1C
    0.9% | 2.7% | 4.4% | 0.0% | 11.8% | 1.6%[38.3 µM] | -3.8%[46.1 µM]
- COc1cccc(NC(=O)CC2COc3ccccc3O2)c1 (configuration not stated)
    -0.4% | 5.5% | -2.1% | 0.0% | -3.9% | 18.1%[38.3 µM] | -3.6%[46.1 µM]
- CC(C)CN1C(=O)c2ccc(NC(=O)c3ccco3)cc2C1=O
    1.5% | 3.8% | -3.5% | -1.1% | . | 1.4% | 24.2%
- O=C(CSc1ncccc1-c1nc2ccccc2[nH]1)N1CCc2ccccc21
    -12.8% | -0.9% | -0.9% | 4.4% | -5.7% | -22.8% | -39.2%
- CC(=O)Nc1nnc(SCC(=O)NCCOc2ccccc2)s1
    2.3% | -1.2% | -3.6% | 0.0% | 4.0% | 9.1%[38.3 µM] | -0.8%[46.1 µM]

More results follow:
SMILES	Luc counter	CBFb RUNX1 block	aGal spleen mod	Epigenetic reg	Lamin A splicing	IMPase Li inh	NPSR antagonist
COc1ccc(-c2cc(=O)[nH]c(=O)[nH]2)cc1	1.7%	3.6%	-6.9%	0.0%	-13.7%	1.3%	-1.2%[46.1 µM]
CN1CCN(/C(=N\O)c2nonc2N)CC1	-5.3%	1.7%	-1.3%	-0.7%	-8.2%	16.9%[38.3 µM]	-8.4%[46.1 µM]
COC(=O)[C@@]1(Cc2ccc(OC)cc2)[C@H]2c3cc(C(=O)N(C)C)n(Cc4ccccc4)c3C[C@H]2CN1C(=O)c1ccccc1	-1.8%	-10.3%	-3.4%	-1.0%	.	5.1%	.
COc1ccc2[nH]cc(CCNc3ncnc4ccc(-c5c(C)noc5C)cc34)c2c1	.	.	3.0%	.	?	29.6%	.
COc1ccccc1NC(=S)N/N=C/c1cccc(C)c1	5.8%	-3.6%	-0.2%	-1.1%	-3.4%	3.7%	-34.0%
COc1cccc(-c2cc(NCc3cccnc3)ncn2)c1	.	.	1.1%	.	-2.6%	6.0%	.
C=CCn1c(N/N=C/c2ccc(O)cc2)nc2ccccc2c1=O	-16.1%	-8.3%	7.5%	-0.1%	.	15.1%	-16.5%
CCCCC(=O)N1CCN(c2ccc(OC)cc2[N+](=O)[O-])CC1	2.7%	-0.6%	6.2%	-1.2%	?	-2.5%	-6.3%
Cn1c(N)c(S(=O)(=O)NCc2ccccc2Cl)c(=O)n(C)c1=O	-1.5%	0.3%	2.9%	-1.2%	.	-2.8%	33.4%
Cc1cc(C)c([C@@H]2C[C@H]3CN(C4CCCC4)C(=O)[C@]34CCCN24)c(-n2cccn2)c1	.	16.4%	12.5%	1.1%	.	.	8.9%
COC(=O)C1=C(C)NC2=C(C(=O)c3ccccc32)C1c1ccc(-c2ccc(C(=O)O)cc2)o1 (configuration not stated)	3.9%	0.4%	3.3%	-0.8%	11.4%	27.0%[38.3 µM]	-25.8%[46.1 µM]
COc1ccc(/C=C/C(=O)OCC(=O)Nc2cc(C(F)(F)F)ccc2Cl)cc1	0.2%	-3.9%	2.3%	-1.2%	-2.8%	-7.2%	-13.5%
Cc1ccccc1C(=O)Nc1cccc(-c2nnc(SCC(=O)O)n2C)c1	-0.6%	7.3%	-1.7%	-1.0%	-10.9%	34.7%[38.3 µM]	-6.2%[46.1 µM]
COCCN(Cc1cc2cc(C)ccc2n2nnnc12)C(=S)Nc1cccc(C)c1	1.4%	-18.5%	-9.0%	-1.8%	?	4.1%	-53.3%
CCOC(=O)C1=C(Cn2cnc3ccccc32)NC(=O)NC1c1ccc(Cl)cc1 (configuration not stated)	-5.1%	1.2%	10.1%	2.9%	-10.7%	23.3%[38.3 µM]	?
CC(C)(C)S(=O)(=O)/C(C#N)=C/c1sccc1C1OCCO1	.	4.4%	1.5%	1.6%	.	.	-13.7%
CC(C)(C)CN1C(=O)C(=O)NC[C@H]1Cc1cccc2ccccc12	.	5.8%	-3.3%	3.0%	.	.	0.5%
COc1cc([C@@H]2[C@H]3CNCC=C3C(C#N)=C(N)C2(C#N)C#N)ccc1OC(C)C	-1.6%	-2.4%	-2.4%	?	10.6%	13.9%[38.3 µM]	1.3%[46.1 µM]
COc1ccc(OCCC(=O)Nc2nccs2)cc1	-1.8%	-2.1%	0.6%	-1.9%	.	7.4%	15.9%
Cc1ccc(S(=O)(=O)N2CCCC(C(=O)N(Cc3cccs3)C3CC3)C2)cc1 (configuration not stated)	1.4%	1.7%	-0.9%	-4.5%	?	33.6%[activator][38.3 µM]	?
CC1CCN(CCOc2cc(Cl)ccc2Cl)CC1	-2.9%	8.0%	18.5%	0.0%	9.1%	-4.0%[38.3 µM]	-8.0%[46.1 µM]
Cc1onc(-c2c(Cl)cccc2Cl)c1NC(=O)NNc1c(Cl)cncc1Cl	.	7.6%	-4.4%	0.9%	.	.	1.0%
CCSc1nc(-c2ccc(OC)cc2)cc(-c2ccc(OC)cc2)c1C#N	-3.6%	25.2%	12.3%	-7.0%	-1.1%	19.4%[38.3 µM]	-19.2%[46.1 µM]
FC(F)(F)c1ccccc1-c1nc(NC2CC2)c2ccccc2n1	.	.	1.9%	.	-8.2%	-2.5%	.
CCOC(=O)c1c(C)[nH]c(C(C)=O)c1C	0.2%	1.2%	-1.6%	0.8%	10.1%	-9.7%[38.3 µM]	0.7%[46.1 µM]
COc1cccc(-c2cc(C(=O)Nc3cnn(Cc4ccc(F)cc4)c3)no2)c1	-1.0%	2.3%	5.7%	0.0%	4.2%	-4.0%[38.3 µM]	-7.0%[46.1 µM]
CCOc1ccc(CCNC(=O)C2CCC(=O)N2C2CCCCC2)cc1OCC (configuration not stated)	3.3%	2.8%	2.5%	-1.7%	8.3%[0.0737 µM]	-5.8%[38.3 µM]	1.8%[46.1 µM]
Cc1nnsc1-c1onc(C)c1C(=O)Nc1cc(Cl)cc(Cl)c1	.	8.5%	-9.3%	-1.9%	.	.	-21.1%
CC1CC(C)(C)Nc2ccc(N=O)cc21 (configuration not stated)	-4.1%	-17.6%	-9.7%	0.0%	?	51.6%[activator]	-47.5%
Cc1nnc(Sc2cc(C(=O)NCCCN(C)Cc3ccccc3)c3ccccc3n2)s1	0.1%	0.5%	-2.4%	3.6%	?	6.9%	3.3%[46.1 µM]
CCN(CC)S(=O)(=O)c1ccc2c(c1)nc(CCC(=O)O)n2CC	4.0%	6.4%	-2.1%	1.1%	11.5%[46 µM]	-1.1%	12.2%
NS(=O)(=O)c1ccc(CCNC(=O)CCCCCNc2nc(=S)[nH]c3ccccc23)cc1	3.5%	4.4%	7.8%	0.0%	-2.8%	-6.1%	35.1%
COCOc1c2c(c(OCOC)c3c(OCOC)cccc13)/C(=N/NS(C)(=O)=O)C1=C2CCCC1	-0.8%	13.3%	10.3%	-1.1%	.	4.4%	.
CCOC(=O)C1=C(C)NC(=O)NC1c1ccc(OCCO)c(OC)c1 (configuration not stated)	-3.3%	6.3%	-4.6%	0.0%	1.1%	15.0%[38.3 µM]	0.8%[46.1 µM]
COc1ccc(-c2cc(=O)c3ccccc3s2)cc1	?	-2.1%	6.8%	-2.7%	2.7%	2.7%[38.3 µM]	-20.1%[46.1 µM]
COc1ccc(-n2nnnc2-c2cccc(OC)c2)cc1	-0.6%	11.5%	2.2%	0.1%	?	6.0%	?
COc1ccc(-c2ccc(SCC(=O)NCC3CCCO3)nn2)cc1OC (configuration not stated)	-5.6%	-8.3%	10.4%	-5.3%	.	4.5%	14.2%
O=C(N/N=C/c1ccc(-c2cccc(C(F)(F)F)c2)o1)c1ccccc1Br	-0.3%	-0.4%	7.9%	-0.9%	?	2.1%[38.3 µM]	-26.6%[46.1 µM]
OCCC1CN(Cc2cccc(OC3CCCC3)c2)CCN1Cc1ccsc1 (configuration not stated)	3.2%	7.4%	-5.5%	-0.6%	.	10.5%	4.8%
